# SKBR3 24h inh: SK-BR-3 proliferation inhibitors, primary screen, cell-based, human, 24 h. viability, % at 10 µM. 41,000 tested, 0.47% active. SK-BR-3 viability, CellTiter-Glo ATP luminescence; stronger effect = lower value;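 active = viability at or below the median of all test compounds minus 3 SD, in both replicates if run twice, cut at about 45% in these data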;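 also: 100% = median untreated cell wells and 0% = median positive control drug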
# Numbers without * were called inactive. These rows are one share of the data, so the mix of outcomes need not match the whole.
SMILES,SKBR3 24h inh
COCCn1nnnc1CN(Cc1cccnc1)Cc1cc2cc(OC)ccc2[nH]c1=O,83.5
COc1cc(OC)cc(C(=O)Nc2cccc(NC(C)=O)c2)c1,94.7
COC(=O)CCC(=O)N1CCc2cc(S(=O)(=O)N3CCc4ccccc43)ccc21,108.1
CC(C)(C)n1nnnc1C(c1cccc(C#N)c1)N1CCC(Cc2ccccc2)CC1 (stereo not drawn),92.1
O=C1C(C=NCCCN2CCCC2=O)=C(O)c2ccccc21,77.0
CC(C)C(=O)Nc1cccc(C(=O)NCc2ccc(S(N)(=O)=O)cc2)c1,98.2
CC(=O)NC(=O)NC1CSCC1OC(C)=O (stereo not drawn),107.6
CCCC1CCC(C(=O)Nn2c(C)nc3ccccc3c2=O)CC1 (stereo not drawn),97.8
COc1cc2[nH]c(=S)n(CC3CCCO3)c(=O)c2cc1OC (stereo not drawn),101.0
O=C(CSc1nnc(-c2ccc(S(=O)(=O)N3CCOCC3)cc2)o1)c1ccccc1F,82.4
Cc1nn(Cc2ccccc2Cl)c(C)c1N,80.1
COc1cc(C2c3c(-c4cc(C)cc(C)c4O)n[nH]c3C(=O)N2CCCO)cc(OC)c1OC (stereo not drawn),72.7
Cc1ccc(Cl)cc1N(CC(=O)N1CCCCCC1)S(C)(=O)=O,85.5
NCCCCCc1nnc(SC/C=C/c2ccccc2)o1,78.8
COc1ccccc1NC(=O)CSc1nnc(Cc2cc(=O)[nH]c(=O)[nH]2)n1-c1ccccc1,91.7
COc1ccc(NC(=O)N(Cc2cc3cc(OC)ccc3[nH]c2=O)CC2CCCO2)cc1 (stereo not drawn),88.2
CCOP(=O)(c1ccc(N(C)C)cc1)C(O)c1ccc(Cl)cc1 (stereo not drawn),95.0
O=C(CN1C(=O)c2cccc3cccc1c23)N1CCN(c2cccc(Cl)c2)CC1,98.7
CCC(OC(=O)CC1Sc2ccccc2NC1=O)C(=O)NCC1CCCO1 (stereo not drawn),96.4
CCOC(=O)C1=C(CSc2nc(C)ccc2C#N)OC(N)=C(C#N)C1c1cccc(OC)c1OC (stereo not drawn),88.3
Cc1cc(=O)[nH]c(N2CCN(Cc3ccccc3)CC2)n1,92.0
O=C(NCc1ccc(Cl)cc1)c1cc(-c2ccco2)on1,83.6
CCCN1C(=O)SC(CC(=O)Nc2ccccc2)C1=O (stereo not drawn),97.5
C=CCn1c(/N=C/c2ccc(N(C)C)cc2)nc2ccccc21,75.6
COC(=O)c1sc2ccccc2c1NC(=O)c1cccs1,70.7

# The last 2 compounds of the part above are carried over, then new ones follow:
SMILES,SKBR3 24h inh
C=CCn1c(/N=C/c2ccc(N(C)C)cc2)nc2ccccc21,75.6
COC(=O)c1sc2ccccc2c1NC(=O)c1cccs1,70.7
COC(=O)c1noc(-c2ccc(OC)cc2)n1,90.8
Cc1ccnc(NS(=O)(=O)c2ccc(NC(=O)C3CCCNC3=O)cc2)n1 (stereo not drawn),73.0
Cc1cc2ccccc2c(=O)n1CC(=O)NC1CCCCCC1,49.3
CCOC(=O)CN(C(=O)CSc1nnc(-c2cccc(OC)c2)o1)c1ccc(F)cc1,79.4
CSc1ccc(-c2nnn(CC(=O)NCc3ccccc3)n2)cc1,117.1
Cc1ccc(-n2nc(C)c3c2OC(N)=C(C#N)C3c2ccoc2)cc1 (stereo not drawn),95.5
O=C(C1CCCO1)N(Cc1ccccc1)c1ccccc1 (stereo not drawn),103.4
O=C(c1oc2ccccc2c1N1CCCCC1)N1CCCCC1,112.8
COCCCn1cnc2oc3nc4ccccc4nc3c2c1=O,77.9
CCCCNC(=O)c1ccccc1C(=O)NCCCC,87.1
COc1ccc(S(=O)(=O)N2CCC(C(=O)N3CCCC3)CC2)cc1Cl,76.6
O=C(O)CSc1nnc(-c2cccnc2)n1Cc1ccccc1,100.4
CC(CCc1ccccc1)NC(=O)c1ccc(Br)o1 (stereo not drawn),97.0
CCOC(=O)c1oc2ccccc2c1CN1CCOCC1,100.2
COc1ccc(CNC(=O)C2CCN(c3nccs3)CC2)cc1,66.8
C[C@]12CC[C@@H]3c4ccc(O[C@@H]5O[C@H](C(=O)O)[C@@H](O)[C@H](O)[C@H]5O)cc4CC[C@H]3[C@@H]1C[C@@H](O)[C@@H]2O,79.6
CCCn1c(=NC(=O)c2ccncc2)c(C#N)cc2c(=O)n3cccc(C)c3nc21,95.9
CCOC(=O)CCNCC1COc2ccccc2O1 (stereo not drawn),84.3
CCn1cc(S(=O)(=O)CC(=O)Nc2ccc(C)cc2)c2ccccc21,96.1
O=C(c1ccc(Br)o1)N1CCN(C/C=C/c2ccccc2)CC1,90.2
CC1=C(C)CC(C(=O)c2ccccc2)C(C(=O)O)C1 (stereo not drawn),87.0
COc1ccc(OC)c(NC(=O)C2CCCC2)c1,116.7
CCOc1ccc(S(=O)(=O)N2CCN(Cc3ccccc3)CC2)c2cccnc12,76.8
Cc1cc(C)n(CC2CC(=O)N(c3ccc(F)c(Cl)c3)C2=O)n1 (stereo not drawn),105.6
COc1ccc(C(=O)CCN2CCCCCC2)cc1,109.9
SMILES,SKBR3 24h inh
COc1ccc(CC(=O)Nc2cc(C)on2)cc1,93.0
O=C(NC12CC3CC(CC(C3)C1)C2)C1=COCCO1,101.6
CCOC(=O)c1c(NS(=O)(=O)c2cccc(OC)c2)sc2c1CCC2,84.9
Nc1nc(-c2ccc(Cl)cc2)nn1C(=O)c1cccnc1,93.3
Cc1ccnc(N2CCN(c3cc(C)c(C#N)c4nc5ccccc5n34)CC2)c1,89.2
CCn1cnc2sc(C(=O)N(Cc3ccc(N(C)C)cc3)Cc3ccco3)c(C)c2c1=O,79.3
Cn1c(=O)c2c(-c3ccccc3)n(-c3ccccc3O)cc2n(C)c1=O,81.2
CC(=O)N1CCC2(CC1)CC(=O)c1cc(OCC(=O)NCc3ccc(C)cc3)ccc1O2,80.2
Cc1cc(NCCN2CCCCC2)n2c(nc3ccccc32)c1C#N,93.1
COc1ccc(Cl)cc1C(=O)CSc1nc(N)cc(N)n1,99.6
O=C1c2ccc(Oc3ccc4c(c3)C(=O)N(CCCCO)C4=O)cc2C(=O)N1CCCCO,81.7
CCOc1ccc(-n2cnnn2)cc1S(=O)(=O)N1CCCCC1,102.1
O=C(O)CSCC(=O)NCc1ccccc1,82.0
COc1ccc(C)cc1S(=O)(=O)Nc1ccccc1C,79.5
CN1CCN(C(=O)C2CC(c3c(F)cccc3Cl)=NO2)CC1 (stereo not drawn),106.7
COC(=O)c1ccc(C(=O)OC)c(NC(=O)Nc2ccc3c(c2)OCO3)c1,116.7
c1cc(-c2nc3cc(Cc4ccc5oc(-c6ccncc6)nc5c4)ccc3o2)ccn1,89.6
Cc1nc(N2CCN(C(=O)c3ccco3)CC2)c2oc3ccccc3c2n1,97.8
CSc1cc(C)nc(NC(C)=O)n1,83.2
Cc1ccc(NC(=O)CS(=O)CC(=O)N(C2CCCC2)C(C)C(=O)NC2CCCCC2)cc1 (stereo not drawn),85.8
CCC(=O)NC1(C(F)(F)F)C(=O)NC(C)=C1C#N (stereo not drawn),97.1
CC1CCC(n2c(=S)[nH]c3ccccc3c2=O)CC1 (stereo not drawn),86.7
CCCCn1cnc2c(c1=O)c1nc3ccccc3nc1n2Cc1ccc2c(c1)OCO2,83.8
CS(=O)(=O)N1CCC(C(=O)Nc2ccc(Oc3ccccc3)cc2)CC1,90.0
CCOC(=O)C1=C(C)N=c2s/c(=C3\C(=O)Nc4ccccc43)c(=O)n2C1c1ccc2c(c1)OCO2 (stereo not drawn),93.7

# Two neighbouring records from above:
SMILES,SKBR3 24h inh
CS(=O)(=O)N1CCC(C(=O)Nc2ccc(Oc3ccccc3)cc2)CC1,90.0
CCOC(=O)C1=C(C)N=c2s/c(=C3\C(=O)Nc4ccccc43)c(=O)n2C1c1ccc2c(c1)OCO2 (stereo not drawn),93.7

# In the list so far, two have bromine.
SMILES,SKBR3 24h inh
CC(CCc1ccccc1)NC(=O)c1ccc(Br)o1 (stereo not drawn),97.0
O=C(c1ccc(Br)o1)N1CCN(C/C=C/c2ccccc2)CC1,90.2

# The results go on:
SMILES,SKBR3 24h inh
COc1cccc(OC)c1-c1nnc(-c2cn(C)c3ccccc23)o1,98.1
COc1ccc(OC)c2[nH]c(=O)c(CCNC(=O)c3ccc(S(=O)(=O)N4CCCCC4)cc3)cc12,69.4
CN(CC(=O)N1CCN(c2ccccn2)CC1)S(=O)(=O)c1ccccc1,87.7
O=C(CN1C(=O)c2ccccc2C1=O)Nc1ccc(-c2nc3ccccc3o2)cc1,86.9
c1ccc(-n2nnnc2-n2nnc3ccccc32)cc1,84.2
Cc1noc(C)c1CSCC(=O)OCC(=O)N1CC(=O)Nc2ccccc21,104.0
CC(C)Cn1cc(C(=O)NCc2cccs2)c2c3ccccc3n(C)c2c1=O,79.3
O=C(Nc1cccc(NC(=O)c2cccnc2)c1)c1cccnc1,98.6
COc1ccc(N2C(=O)CCC(C(=O)Nc3ccccn3)C2c2ccc(OC)c(OC)c2)cc1 (stereo not drawn),93.4
COc1cc(C(=O)OCCN2CCOCC2)cc(OC)c1OC,100.2
COc1ccc(-c2nc3c(=O)n(C)c(=O)[nH]c3n2CCc2ccccc2)cc1,74.2
Cn1c(CCNC(=O)c2cccs2)nnc1SCC(=O)N1CCN(c2ccccc2)CC1,84.4
CSc1nc2n(n1)C(c1cc(Br)ccc1F)C(C(=O)N(C)C)=C(C)N2 (stereo not drawn),103.8
O=C(c1ccc2c(c1)OCO2)N1CCN(c2ccccc2)CC1,82.6
CCNC(=O)NC(=O)COC(=O)CNC(=O)COc1ccccc1,119.5
CCOC(=O)c1cc(NC(=O)CSCCO)ccc1Cl,91.9
COc1ccccc1NC(=O)c1cc(C(=O)O)ccc1C(=O)O,83.5
CC(C)CNS(=O)(=O)c1ccc(OCC(=O)Nc2ccc3c(c2)OCO3)c(Cl)c1,95.0
O=C(c1ccc2c(c1)OCCO2)C1CCN(C(=O)c2ccc(F)c(F)c2)CC1,67.2
Cc1cc(N2CCN(S(=O)(=O)Cc3ccccc3)CC2)n2ncnc2n1,94.5
N#CC1=C(N)SC(N)=C(C#N)C1C1CC=CCC1 (stereo not drawn),96.5
Clc1cccc(Cl)c1Cn1cnc(=NCc2ccco2)c2[nH]cnc21,92.1
Cc1ccc(S(=O)(=O)c2c(N)n(/N=C/c3ccco3)c3nc4ccccc4nc23)cc1,99.8
COc1ccccc1-n1nnnc1SCC(=O)Nc1cc(C)on1,94.4
COc1ccc(C2CC(C(F)(F)F)n3nc(C(=O)N(C)Cc4cn(C)nc4C)c(Cl)c3N2)cc1 (stereo not drawn),72.2
SMILES,SKBR3 24h inh
CCOCCCNC(=O)c1ccccc1Br,89.2
CCOC(=O)c1sc(NC(=O)CSc2nnc(-c3ccco3)o2)c(C(=O)OCC)c1C,79.2
O=C(NCc1ccc2c(c1)OCO2)C1CCCN1C(=O)Nc1ccccc1 (stereo not drawn),94.4
CC(=O)Oc1ccc2oc3c(c2c1)C(=O)CCC3,94.2
O=C(COc1ccc(Cl)cc1Cl)NC(=O)N1CCOCC1,103.2
O=S(=O)(c1ccc2c(c1)OCCO2)N1CCC(c2nc3ccccc3[nH]2)CC1,88.8
COC(=O)CSc1nc(C2CC2)nc2ccccc12,107.2
COc1ccc2c(C(F)(F)F)cc(=O)oc2c1C,89.7
CCN(C1CCCCC1)S(=O)(=O)c1cc(C)ccc1OC,87.6
CCOC(=O)c1ccccc1NC(=O)CSc1nc2ccccc2n1CC(=O)N1CCCC1,78.6
CCC(C)[C@@H](NC(=O)OC(C)(C)C)c1nnc(S(=O)(=O)Cc2cccc(C)c2)o1 (stereo partly drawn),20.8*
COc1ccccc1-c1cc(C(=O)NCc2ccc(F)cc2)no1,74.3
COC(=O)CNC(=O)C12CC3(C)CC(C)(CC(C)(C3)C1)C2,111.9
CC(=O)Nc1ccc2c(c1)CCCN2C(=O)c1ccccc1,104.1
CCCCN(CCCC)S(=O)(=O)c1ccc(C(=O)Nc2nnc(COC)o2)cc1,56.5
CCCN(CCC)C(=O)CSc1nc2n[nH]c(C)c2c(=N)n1-c1ccc(OCC)cc1,90.9
CC(Cc1ccccc1)N/C=C1/CC(=O)NC1=O (stereo not drawn),121.5
CCCC1(CCC)NC(=O)NC1=O,93.7
CCOCCCNS(=O)(=O)c1ccc(Br)cc1,92.3
CCc1cccc2c(=O)c(C(=O)N3CCOCC3)c[nH]c12,92.3
COc1cccc(NC(=O)C2CCN(c3ncccn3)CC2)c1,98.8
Cc1ccc(C(=O)CCC2CCCC2=O)cc1 (stereo not drawn),101.7
O=C1NC(c2cccs2)Nc2ccccc21 (stereo not drawn),72.5
N#C[C@@H]1[C@@H]2C(=O)N(c3ccc4c(c3)OCCO4)C(=O)[C@@H]2C2c3ccccc3C=CN21 (stereo partly drawn),90.4
Cc1ccc(/C(O)=C2/C(=O)C(=O)N(CCN3CCOCC3)C2c2cccnc2)cc1 (stereo not drawn),96.8
SMILES,SKBR3 24h inh
O=C(CSC1=NC(=O)C(Cc2ccccc2)C(=O)N1)NC1CCCCC1 (stereo not drawn),84.6
C=C(C)COc1ccc(-c2n[nH]c(C)c2Oc2ccccc2OC)c(O)c1,96.9
CC(c1ccccc1)C1CC(=O)N(Cc2ccco2)C1=O (stereo not drawn),86.3
Cc1oc(C)c2c(=O)ccc3c(c12)OC(N)=C(C#N)C3c1ccccc1 (stereo not drawn),75.2
CCOc1ccccc1C(=O)NCC(=O)OCC(=O)NCCc1ccc(S(N)(=O)=O)cc1,83.9
CCOC(=O)C1CCN(Cc2ccc(OC)cc2OC)CC1,98.8
Cc1cc(C)nc(N2CCCC(C(=O)Nc3nnc(C)s3)C2)n1 (stereo not drawn),104.2
COc1cc2[nH]c3c(=O)n(CCN4CCCCC4)cnc3c2cc1OC,83.5

# Retrieved by structure from the list above (five):
SMILES,SKBR3 24h inh
CC(c1ccccc1)C1CC(=O)N(Cc2ccco2)C1=O (stereo not drawn),86.3
O=C(CSC1=NC(=O)C(Cc2ccccc2)C(=O)N1)NC1CCCCC1 (stereo not drawn),84.6
C=C(C)COc1ccc(-c2n[nH]c(C)c2Oc2ccccc2OC)c(O)c1,96.9
CCOC(=O)C1CCN(Cc2ccc(OC)cc2OC)CC1,98.8
Cc1cc(C)nc(N2CCCC(C(=O)Nc3nnc(C)s3)C2)n1 (stereo not drawn),104.2
